Compound activity: PubChem BioAssay, Southern Research Specialized Biocontainment Screening Center
VEEV TC-83 Vero – inhibitors of VEEV TC-83 cytopathic effect, confirmation, Vero cells (AID 588727); Vero cells, VEEV TC-83 cytopathic effect inhibition; higher % means a stronger effect; one-dose inhibition, % at 20 µM; IC50 in µM for titrated hits; 0.13% of 350,000 active; in the data active = a potency from the dose series; inconclusive = inhibition mostly from about 14% at the one dose, without a potency; inactive = the rest, 99 in 100 with inhibition below about 12%; note: strong numbers were not always called active
H1N1 NS1A inhibition – H1N1 influenza NS1A inhibitors, functional cell based assay (AID 504329). NS1A functional cell-based assay, percent inhibition; higher % means a stronger effect. inhibition, % at 12.5 µM; hits with a dose series show IC50 in µM. 0.3% of 340,000 active; in the data active = a potency from the dose series; inconclusive = inhibition above about 27% without an active follow-up result; note: strong numbers were not always called active
tuberculosis growth – growth inhibition of non-replicating M. tuberculosis (AID 488890); Mycobacterium tuberculosis non-replicating, growth inhibition; higher % means a stronger effect; inhibition, % at 25 µM, or IC50 in µM where a hit was titrated; 0.39% of 320,000 active; in the data active = a potency from the dose series; inconclusive = inhibition mostly from about 82% at the one dose, without a potency; inactive = the rest, 99 in 100 with inhibition below about 76%;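 note: plate controls were DMSO cells for no effect and high antibiotic wells for full effect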
PhoP GFP inhibition – PhoP regulon inhibitors, Salmonella typhi PhoP promoter GFP reporter, confirmatory (AID 1850) | Salmonella Typhi PhoP-promoter GFP reporter, fluorescence, 4 h; higher % means a stronger effect | inhibition, % at 50 µM, or IC50 in µM where a hit was titrated | 0.33% of 310,000 active; in the data active = a potency from the dose series; inconclusive = inhibition mostly from about 25% at the one dose, without a potency; inactive = the rest, 99 in 100 with inhibition below about 19%;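 note: 0% = induced wells with vehicle and 100% = uninduced wells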
M. tuberculosis HTS – M. tuberculosis growth inhibition, HTS (AID 449762); 0.59% of 330,000 active; one-dose inhibition, % at 25 µM; IC50 in µM for titrated hits; M. tuberculosis H37Rv growth inhibition, 7H9 media; higher % means a stronger effect; in the data active = a potency from the dose series; inconclusive = inhibition above about 70% without an active follow-up result;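 note: bacterial growth assessed after seven days of incubation; strong numbers were not always called active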
VEEV TC-83 Vero 10K pilot screen – further read-out of VEEV TC-83 Vero, marked with its call; inhibition, %; measured here: 10K pilot screen inhibition
Numbers without * were called inactive; i = inactive; ? = inconclusive; . = not tested or not shown.

SMILES | VEEV TC-83 Vero | H1N1 NS1A inhibition | tuberculosis growth | PhoP GFP inhibition | M. tuberculosis HTS | others
CCOc1cccc(C(=O)Nc2cccc(-c3nnc(-c4ccc(C)cc4)o3)c2)c1 | 1.2% | 0% | -8% | -3% | 0%
CC(C)CCNC(=O)CCc1nnc(COc2ccccc2)o1 | 1.2% | 10% | . | . | .
CCn1c(C)cc(/C=C2/SC(=O)N(C(C)C(=O)OC)C2=O)c1C (stereo not given) | 7.9% | 4% | 15% | 4% | 9%
CC(C)NS(=O)(=O)c1ccc(NC(=O)C(C)OC(=O)CCC(=O)c2cccs2)cc1 (stereo not given) | 4.6% | -6% | 6% | . | -6%
CCOc1ccc(Nc2nc3ccccc3c(=O)s2)cc1 | i | -13% | -11% | 11% | -1%
CC(C)(C)S(=O)(=O)c1cnc(-c2cnccn2)nc1N | 0.2% | . | 3% | -5% | 19%
O=C(CSc1nnc(Cn2c(=O)sc3ccccc32)n1CCc1ccccc1)N1CCCC1 | 0.4% | 1% | 2% | -1% | -1%
CC(C)(C)c1ccc(C(=O)N2CCC(C(=O)NC3CCCCCC3)CC2)cc1 | 1.3% | 0% | 22% | 9% | -2%
COc1ccccc1NC(=O)c1sc2ncn(CC(=O)N3CCC(C)CC3)c(=O)c2c1C | 1.9% | -14% | 2% | -6% | -2%
CCCCNC(=O)Nc1ccon1 | i | 4% | -4% | 10% | -9%
NNc1ccc(Cl)c(C(=O)O)c1 | 0.4% | -9% | -3% | -15% | -16%
CSC1=NCCN1C(=O)Cc1cccc2ccccc12 | 1.3% | 1% | -8% | 3% | -13%
COc1ccc(S(=O)(=O)N(C(C)=O)c2ccc3oc(=O)sc3c2)cc1 | 4.7% | -13% | 12% | -9% | -1%
CCOC(=O)N1CCC(NC(=O)c2cc3c(=O)n(C)c4ccccc4c3n2C)CC1 | 7.7% | -4% | 8% | 1% | -7%
COC(=O)CCN(C(=O)c1cccc(OC(C)=O)c1)c1ccccn1 | 1.2% | -1% | -10% | -11% | -5%
Cn1c(=O)[nH]c(=O)c2c1nc(N1CCCCC1)n2C/C=N/Nc1ccc(C(=O)O)cc1 | i | -3% | 4% | 17% | 9%
C/C(=N/OC(=O)c1ccc(C)cc1)c1ccc(N2C(=O)C3CCCCC3C2=O)cc1 (stereo not given) | 1.0% | 0% | 12% | 2% | 2%
CCn1cnc2cc(NS(=O)(=O)c3ccc(C)cc3)ccc21 | i | -5% | 9% | 3% | 2%
O=C(Cn1cc[n+](CC(=O)c2ccc(Cl)cc2Cl)c1)c1ccc(Cl)cc1Cl | 3.8% | . | 69% | 38µM* | 3%
CCOC(=O)N1CCC(N2Cc3cccc(C(=O)N4CC(C)CC(C)C4)c3C2=O)CC1 (stereo not given) | 1.1% | -4% | -4% | 0% | 0%
CC(=O)Nc1cc(C(F)(F)F)ccc1OCC1CCCO1 (stereo not given) | 1.2% | -21% | -2% | -7% | -6%
COc1ccc2occ(C(=O)c3ccc(N=C(C)N(C)C)cc3)c2c1 | 3.0% | -1% | 45% | 11% | 10%
CCN(CC)C(=O)c1cc(-c2ccc(Br)cc2)on1 | 1.2% | 7% | 31% | -10% | 3% | VEEV TC-83 Vero 10K pilot screen=3.0
Cc1ccc(S(=O)(=O)NCC(c2cccnc2)N2CCOCC2)cc1 (stereo not given) | 0.5% | 7% | -1% | -2% | -2%
Clc1ccc(Cl)c(OCCN2CCOCC2)c1 | 4.0% | 17% | -18% | -8% | -11% | VEEV TC-83 Vero 10K pilot screen=0.1
COc1ccccc1N1CCN(C(=O)C2CCC(CNS(=O)(=O)c3ccc(NC(C)=O)cc3)CC2)CC1 (stereo not given) | i | -3% | 13% | 9% | -3%
COC(=O)c1ccc(CNC(=O)COc2ccccc2Br)o1 | 0.1% | 1% | 8% | -5% | 1%
CCN(CC)CCCNC(=S)N(CCCO)Cc1cc2cc3c(cc2[nH]c1=O)OCO3 | 0.2% | 4% | -4% | 0% | 0%
O=S(=O)(/N=C(/c1ccccc1)N1CCCCCC1)c1ccccc1 | 0.6% | 2% | 21% | 6% | -2%
CCOc1ccc(NC(=O)c2ccc3c(c2)C(=O)N(Cc2ccncc2)C3=O)cc1 | 0.3% | -2% | . | . | .
CCN(CC)c1ccc(NC(=O)c2ccccn2)cc1S(=O)(=O)Nc1ccccc1OC | 6.0% | 1% | . | . | .
CC(C)n1c(SCC(=O)NC2CC2)nnc1C1CC1 | 1.8% | -3% | -4% | -7% | -19%
COc1cccc(N2CCN(C3CC(=O)N(c4ccc(Cl)cc4)C3=O)CC2)c1 (stereo not given) | 2.1% | -20% | 21% | -2% | 1%
COc1ccc(/C=C/C2=NN(C)C(=O)CC2)cc1 | 0.8% | 0% | 12% | -1% | -4%
CCOC(=O)C1=C(C)NC(SCC(N)=O)=C(C#N)C1c1ccccc1 (stereo not given) | 0.4% | 5% | 5% | 0% | -9%
O=C(COc1ccc(Br)cc1)NCCCNC(=O)c1cccnc1 | 7.1% | 5% | -4% | -2% | -16%
Cc1cnc(Nc2nc3ccccc3o2)nc1C(=O)Nc1cccc(C(F)(F)F)c1 | 8.8% | -20% | 52% | -15% | 16%
O=C(COC(=O)C1CC1)NC(=O)c1ccccc1 | 2.4% | -13% | -2% | . | 3%
CCOc1cc(/C=C2/C(=N)N3OC(C)=CC3=NC2=O)ccc1OC | 0.3% | 0% | 7% | -6% | -2%
NS(=O)(=O)c1ccc(CNC(=O)c2ccc(Br)o2)cc1 | 0.1% | 8% | -21% | -5% | -9%
CC1(C)C2CCC(C2)C1(C)NC(=O)C[N+](C)(C)C (stereo not given) | 0.6% | -3% | -7% | -12% | -8%
O=C(Nc1c(F)c(F)c(F)c(F)c1F)C1CCCCC1 | 2.0% | -9% | 17% | -15% | -6%
Cc1ccccc1C(=O)NC(NCC1CCCO1)C(Cl)(Cl)Cl (stereo not given) | 0.4% | -8% | -6% | 0% | -5%
O=C(CN1C(=O)NC2(CCCCCC2)C1=O)c1ccc2c(c1)OCCO2 | i | 0% | 11% | -3% | -7%
CCN1CCN(S(=O)(=O)c2ccc(OC)cc2)CC1 | 7.4% | 2% | -1% | -4% | 0%

5 neighbouring compounds from above, for reference:
SMILES | VEEV TC-83 Vero | H1N1 NS1A inhibition | tuberculosis growth | PhoP GFP inhibition | M. tuberculosis HTS | others
O=S(=O)(/N=C(/c1ccccc1)N1CCCCCC1)c1ccccc1 | 0.6% | 2% | 21% | 6% | -2%
CCOc1ccc(NC(=O)c2ccc3c(c2)C(=O)N(Cc2ccncc2)C3=O)cc1 | 0.3% | -2% | . | . | .
CCN(CC)c1ccc(NC(=O)c2ccccn2)cc1S(=O)(=O)Nc1ccccc1OC | 6.0% | 1% | . | . | .
CC(C)n1c(SCC(=O)NC2CC2)nnc1C1CC1 | 1.8% | -3% | -4% | -7% | -19%
COc1cccc(N2CCN(C3CC(=O)N(c4ccc(Cl)cc4)C3=O)CC2)c1 (stereo not given) | 2.1% | -20% | 21% | -2% | 1%

Later entries:
SMILES | VEEV TC-83 Vero | H1N1 NS1A inhibition | tuberculosis growth | PhoP GFP inhibition | M. tuberculosis HTS | others
O=C(NCc1ccccc1Cl)C1CCCN(C(=O)Nc2ccc(F)cc2)C1 (stereo not given) | 1.0% | 4% | -12% | 13% | 0%
COc1ccc(CN(CCC(C)C)S(=O)(=O)c2ccccc2Br)c(OC)c1 | 0.7% | -12% | . | . | .
COc1ccc(C(=O)/C=C/Nc2ccc([N+](=O)[O-])cc2)cc1 | 1.1% | -6% | -28% | -10% | 7%
C=CCNC(=O)CSc1nc2sc3c(c2c(=O)n1CCCOC)CCC3 | 0.9% | 7% | 10% | -7% | -2%
O=C(CC1SC(=NCC2CCCO2)NC1=O)Nc1cccc2ccccc12 (stereo not given) | 1.5% | 2% | 16% | 0% | 6%
Cc1ccc(C(=O)Nc2c(N)nc(SCC(=O)Nc3cc(C)on3)[nH]c2=O)cc1 | 1.0% | 16% | 40% | -3% | -10%
COc1ccc(C2(c3ccc(O)cc3O)CC(c3ccccc3Cl)NC(=S)N2)cc1 (stereo not given) | 6.8% | 9% | 17% | 5% | 5%
Cc1cc(C)n(CCc2nc(-c3cc4ccccc4o3)cs2)n1 | 3.9% | 1% | 29% | -7% | -1%
Cc1csc2c(N3CCN(C(=O)Nc4ccc(Cl)c(Cl)c4)CC3)ncnc12 | i | 0% | 15% | 10% | 2%
CC(=O)c1ccc(N2CCN(C(=O)c3c(-c4ccccc4Cl)noc3C)CC2)cc1 | 4.7% | -5% | -5% | -8% | -18%
CC(C)CCNC(=O)C1CCN(Cc2cccc(OCc3ccccc3)c2)CC1 | i | -1% | 49% | 6% | 23%
CC(C)(C)CC(=O)O/N=C(\N)c1ccccn1 | 0.1% | 2% | -15% | -8% | 3%
C/C(Cn1cnc([N+](=O)[O-])n1)=N\NC(=O)c1ccccc1F | 6.8% | 10% | 27% | -6% | ?
Cc1ccc(-n2c(SCC(N)=O)nnc2-c2ccccn2)cc1 | 5.2% | 12% | 14% | -3% | -3%
CCc1ccccc1NC(=O)N1CCCC(CCC(=O)N(C)CCc2ccccn2)C1 (stereo not given) | 0.2% | -9% | -7% | -9% | -2%
O=C1CCc2cc(S(=O)(=O)N3CCC(C(=O)NC4CCCc5ccccc54)CC3)ccc2N1 (stereo not given) | 1.4% | -4% | . | -7% | 4%
CCOC(=O)c1cc2nc(OCC)nc(OCC)c2[nH]1 | 0.7% | -24% | . | . | .
O=C(O)CCNC(=O)CCCn1nnc2ccccc2c1=O | 0.1% | 0% | 1% | -5% | 9%
O=C(NC1(C(F)(F)F)NC(=O)N(Cc2cccnc2)C1=O)c1ccccc1 (stereo not given) | i | 3% | -5% | 7% | -1%
CCOc1cc(/C=N/n2c(COc3ccccc3)n[nH]c2=S)ccc1O | 0.4% | -19% | 8% | -1% | 0%
O=C1N/C(=N/O)S/C1=C/c1cccc([N+](=O)[O-])c1 | 0.4% | -10% | 47% | -11% | 13%
O=C(Cc1ccccc1)N/N=C/c1ccc(Cl)cc1Cl | 0.4% | 8% | -22% | 1% | 3%
O=C(N/N=C(\c1ccccc1)c1ccccn1)c1ccccc1Cl | 24% | 8% | ? | -7% | 3.6µM*
O=C(NCCCn1ccnc1)/C(=C\c1ccc(Br)cc1)NC(=O)c1ccccc1F | 6.7% | 25% | 16% | -7% | -3%
CC(=O)Nc1cccc(NC(=O)CSc2nnc(NC(=O)C3CC3)s2)c1 | 3.9% | 10% | 3% | -5% | 2%
O=C(c1noc2c1CCCC2)N1CCN(c2ccc(F)cc2)CC1 | 3.2% | -2% | 8% | 3% | 7%
CCN1CCN(C(=O)C2CCC(=O)N(CCCN3CCCC3=O)C2)CC1 (stereo not given) | i | -13% | -2% | -3% | -9%
Cc1cc(C)nc(NS(=O)(=O)c2ccc(NC(=O)C3(c4ccccc4)CCCC3)cc2)n1 | 0.7% | -1% | 6% | 9% | 0%
O=C1CCN(C(=O)c2ccc(Cl)cc2)N1 | 0.6% | -7% | 8% | -9% | 3%
C=CCNC(=O)c1ccc(OC)cc1OC | 4.5% | 3% | -3% | 13% | -9%
C[C@H](C[C@H](O)[C@H]1OC1(C)C)C1=C2C[C@H](O)C3[C@@]4(C)CCC(=O)C(C)(C)C4CC[C@]3(C)[C@@]2(C)CC1 (stereo not given in full) | 0.4% | -1% | 35% | . | -4% | VEEV TC-83 Vero 10K pilot screen=0.5
COc1ccccc1N1CCN(CCN2C(=O)CC(=C3c4ccccc4-c4ccccc43)C2=O)CC1 | . | . | 6% | 0% | 3%
CN(C)C(CNC(=O)c1cc(S(=O)(=O)N(C)c2ccccc2)ccc1Cl)c1ccccc1 (stereo not given) | 5.3% | 10% | 16% | -1% | -1%
CN(C)S(=O)(=O)c1cccc(NC(=O)c2ccc3c(c2)S(=O)(=O)N=C2CCCCCN23)c1 | 1.3% | 9% | 16% | 2% | 8%
Cc1cc(C)c(C)c(S(=O)(=O)N2CCC(C(=O)N3CCCCCCC3)CC2)c1C | 5.3% | -5% | 36% | 5% | 3%
Cc1ccccc1NC(=O)COC(=O)Cc1ccsc1 | i | 4% | 69% | -4% | 9%
CC1CCCCC12NC(=O)N(CC(=O)OCc1ccccc1Cl)C2=O (stereo not given) | 6.8% | 8% | . | . | .
C/C=C/C(=O)OCC(=O)Nc1c(Cl)cccc1Cl | 2.6% | -3% | 1% | -10% | -10%
